PLAP inhibition: PLAP enzyme inhibitors, biochemical, luminescence, HTS (AID 690). one-dose inhibition, % at 20 µM; IC50 in µM for titrated hits. 96,000 tested, 0.08% active. purified PLAP, luminescent substrate; higher % means a stronger effect; in the data active means a potency from the dose series; inactive means the rest, 99 in 100 with inhibition below about 30%; further: strong numbers were not always called active
IL1B NFkB inh: blocks IL-1B driven NFkB nuclear translocation in HUVEC cells; AID 796; HUVEC IL-1B NFkB p65 nuclear translocation imaging; 94,000 tested, 0.43% active; inhibition, % at 2 µM;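 active means inhibition above about 30% together with a positive call from visual inspection of the well image, limit read from the data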;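 further: nuclear over cytoplasmic p65 intensity ratio measured by imaging; 0% = IL-1B stimulated DMSO wells and 100% = unstimulated DMSO wells; values of inactives mirror those of a sister screen read the other way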
Bcl-B TR3 displacers: displacers of TR3 peptide from Bcl-B, primary screen, selectivity assay for Bfl-1 inhibitor project, biochemical, fluorescence polarization. FP displacement of FITC-TR3 peptide from Bcl-B; higher % means a stronger effect. one-dose displacement, % at 20 µM; IC50 in µM for titrated hits. 96,000 tested, 0.11% active;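 active means displacement above 50% at 20 µM plus a fluorescence interference ratio under 1.5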;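 further: plate controls were wells without compound for no effect and wells lacking Bcl-B protein for full effect; a part of the inactive calls stands beside numbers as strong as those of hits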
MRP resist rev: reverses drug resistance mediated by MRP; AID 602; differential viability (reversal), % at 10 µM; 85,000 tested, 0.04% active; H69AR cells + 2 uM doxorubicin, CellTiter-Glo, 72 h;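 active means viability drop by adding the cancer drug above about 55%, with treated viability meeting a 40% cutoff, limit read from the data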;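 further: viability without doxorubicin minus viability with 2 µM doxorubicin for each compound; larger differential means the compound sensitizes cells more to doxorubicin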
NFkB transloc pot: enhances IL-1B driven NFkB nuclear translocation. HUVEC IL-1B NFkB p65 nuclear translocation imaging. activation, % at 2 µM. 94,000 tested, 0.3% active. AID 819;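 active means activation above 40%, about the mean plus 3 SD, also judged a hit on visual image review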;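 further: percent activation is computed from the nuclear over cytoplasmic p65 intensity ratio; values of inactives mirror those of a sister screen read the other way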
MRP resist rev cytotoxicity: further read-out of MRP resist rev, marked with its call; viability, %; H69AR cells, CellTiter-Glo, 72 h; measured here: cytotoxicity without doxorubicin
MRP resist rev with doxorubicin: second read-out of MRP resist rev, no call of its own (marks repeat the call); viability, %; measured here: viability with 2 uM doxorubicin; stronger effect = lower value
IL1B NFkB inh cell count 2 µM: recorded beside IL1B NFkB inh, whose call it bears; cell count; measured here: cells passing quality filter;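 raw number of nuclei counted in each imaged well without normalization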
NFkB transloc pot cell count 2 µM: further read-out of NFkB transloc pot, marked with its call; cell count; measured here: cells passing quality filter
* marks the source's active call; other numbers are inactive results; nt = no result given. Only part of the results is shown; count on the stated rates, not on these rows.

SMILES | PLAP inhibition | IL1B NFkB inh | IL1B NFkB inh cell count 2 µM | Bcl-B TR3 displacers | MRP resist rev | MRP resist rev cytotoxicity | MRP resist rev with doxorubicin | NFkB transloc pot | NFkB transloc pot cell count 2 µM
CCOC(=O)c1c(CN2CCOCC2)n(-c2ccccc2)c2ccc(O)cc12 | -20% | -25 | 132 | 9% | 1 | 72 | 70 | 25 | 132
O=C(CCSCCc1ccccn1)Nc1ccc(Br)cn1 | 32% | -4 | 146 | -4% | 10 | 99 | 89 | -15 | 52
CN(C(=O)CSc1nc(N)nn1-c1ccccc1)c1ccccc1 | 13% | 18 | 171 | 18% | 5 | 98 | 92 | -18 | 171
COc1ccccc1/C=N/N(C(C)=O)c1nc(-c2ccc(F)cc2)cs1 | -3% | -12 | 101 | -2% | nt | nt | nt | 12 | 101
COC(=O)c1ccc(COc2nc(C)cc(C)c2C#N)o1 | 10% | -6 | 114 | -5% | nt | nt | nt | 6 | 114
N#Cc1nc(COc2ccccc2)oc1N1CCN(c2cccc(Cl)c2)CC1 | 12% | -10 | 150 | -16% | 5 | 95 | 90 | 11 | 150
Cc1ccc(C(=O)CCC(=O)O)cc1 | -11% | 3 | 178 | -10% | nt | nt | nt | -3 | 178
Cc1ccc(-c2c(=O)n(OCc3ccccn3)c3ccccc3[n+]2[O-])cc1 | -9% | -21 | 151 | -7% | nt | nt | nt | 7 | 143
CCC1(C)Cc2c(sc3c2c(=O)n(-c2ccccc2)c(=O)n3C)CO1 (stereo unspecified) | -10% | -8 | 167 | 1% | nt | nt | nt | 8 | 167
CCN(CC)S(=O)(=O)c1ccc(OC)c(NC(=O)c2cccc([N+](=O)[O-])c2C)c1 | nt | -3 | 134 | nt | nt | nt | nt | 3 | 134
COc1ccc(CCNc2nc(=O)[nH]nc2C)cc1OC | 20% | 6 | 122 | -3% | 11 | 99 | 87 | -6 | 122
Cc1cc(N2CCCC2)ccc1/C=N/n1cnnc1 | 12% | -21 | 74 | -4% | 11 | 91 | 80 | 21 | 74
CC(C)n1c(Sc2nccn2C)nc2c1c(=O)n(C)c(=O)n2C | -18% | 8 | 113 | 2% | 2 | 95 | 94 | -8 | 113
CC1CCN(CC(=O)N2CC(=O)Nc3ccccc32)CC1 | nt | -2 | 146 | nt | -3 | 97 | 100 | 3 | 146
O=C(NC1CCCC1)c1ccc(CNc2c(N3CCOCC3)c(=O)c2=O)cc1 | -6% | 10 | 173 | -2% | nt | nt | nt | -10 | 173
O=C(O)c1cc(CN2CCOCC2)oc1-c1ccccc1 | -11% | -3 | 142 | -1% | 2 | 98 | 96 | 3 | 142
COC(=O)c1cc2sc(Cl)cc2n1CC(=O)NCCC(C)C | 2% | 3 | 184 | 8% | 11 | 109 | 98 | -3 | 184
Cc1cc(-c2ccco2)c(C#N)c2nc3ccccc3n12 | 1% | nt | nt | 10% | -5 | 53 | 58 | nt | nt
COc1ccc(C(=O)O)cc1S(=O)(=O)Nc1cccc(C(F)(F)F)c1 | 6% | nt | nt | -1% | -11 | 102 | 113 | nt | nt
O=c1c2ccsc2ncn1Cc1cccc(C(F)(F)F)c1 | 3% | -5 | 133 | -4% | nt | nt | nt | 5 | 133
COc1ccc(C2Nc3ccccc3C(=O)N2Cc2ccco2)cc1COc1ccc(NC(C)=O)cc1 (stereo unspecified) | -72% | -16 | 156 | 10% | nt | nt | nt | 16 | 156
O=C(O)CCSc1nnc(-c2ccncc2)n1-c1ccccc1 | nt | -3 | 132 | nt | -11 | 92 | 102 | 3 | 132
CCCn1nc2cc(C(=O)NC3CCc4ccccc43)ccc2c1OCC (stereo unspecified) | -48% | -3 | 169 | 1% | nt | nt | nt | 3 | 169
CCOC(=O)C(N)CSC1CC(=O)N(c2ccc(C(=O)OC)cc2)C1=O (stereo unspecified) | 4% | -18 | 87 | 0% | nt | nt | nt | 18 | 87
CCC(C)NC(=O)NC(=O)N(C1CCCCC1)S(C)(=O)=O (stereo unspecified) | 15% | 1 | 159 | -1% | 7 | 99 | 93 | -1 | 159

Entries of single compounds from above. Order of values: PLAP inhibition	IL1B NFkB inh	IL1B NFkB inh cell count 2 µM	Bcl-B TR3 displacers	MRP resist rev	MRP resist rev cytotoxicity	MRP resist rev with doxorubicin	NFkB transloc pot	NFkB transloc pot cell count 2 µM
Entry for `CCOC(=O)C(N)CSC1CC(=O)N(c2ccc(C(=O)OC)cc2)C1=O` (stereo unspecified) → 4%	-18	87	0%	nt	nt	nt	18	87
Entry for `COC(=O)c1ccc(COc2nc(C)cc(C)c2C#N)o1` → 10%	-6	114	-5%	nt	nt	nt	6	114
Entry for `CC1CCN(CC(=O)N2CC(=O)Nc3ccccc32)CC1` → nt	-2	146	nt	-3	97	100	3	146
Entry for `Cc1ccc(-c2c(=O)n(OCc3ccccn3)c3ccccc3[n+]2[O-])cc1` → -9%	-21	151	-7%	nt	nt	nt	7	143

(next part)
SMILES | PLAP inhibition | IL1B NFkB inh | IL1B NFkB inh cell count 2 µM | Bcl-B TR3 displacers | MRP resist rev | MRP resist rev cytotoxicity | MRP resist rev with doxorubicin | NFkB transloc pot | NFkB transloc pot cell count 2 µM
CC1(C)C(C#N)=C(N)OC2=C1C(=O)CCC2 | 4% | 0 | 127 | -6% | 5 | 97 | 91 | 0 | 127
O=C(CCS(=O)(=O)c1ccccc1)Nc1nc(-c2ccccn2)cs1 | nt | -30 | 185 | nt | 0 | 4 | 4 | 30 | 185
O=C(COc1ccccc1Cl)NNC(=O)C1CCCO1 (stereo unspecified) | -102% | 2 | 122 | -8% | nt | nt | nt | -2 | 122
CCOc1cc(S(=O)(=O)NCCc2ccccc2C)c(OCC)cc1-n1cnnn1 | -71% | -26 | 191 | 0% | -4 | 71 | 74 | 26 | 191
COC(=O)C(C)N(C#N)c1nc(NC(C)C)nc(SC)n1 (stereo unspecified) | 2% | -12 | 177 | 0% | 16 | 95 | 79 | 12 | 177
Clc1ccc(Br)cc1-c1nc(-c2cccnc2)no1 | nt | -1 | 141 | nt | 3 | 91 | 88 | 1 | 141
Nc1nc(SCC(=O)N2CCc3ccccc3C2)[nH]c(=O)c1-c1ccccc1 | -48% | -24 | 154 | -5% | 4 | 81 | 76 | 24 | 154
CCOC(=O)N1CCC(N2CC34C=CC(O3)C(C(=O)Nc3ccc(C(C)C)cc3)C4C2=O)CC1 (stereo unspecified) | -65% | -10 | 51 | 0% | 5 | 88 | 83 | 10 | 51
COc1ccc(NS(=O)(=O)c2cccc(-c3nnc(-c4ccccc4)o3)c2)cc1 | nt | -4 | 171 | nt | -6 | 85 | 91 | 4 | 171
CCC1(C)OC(=O)N2CCc3c(C)[nH]c4c(C)ccc(c34)C21C (stereo unspecified) | -33% | -8 | 66 | 2% | nt | nt | nt | 8 | 66
CS(=O)(=O)N(CC(=O)Nc1ccccc1C(=O)N1CCOCC1)c1ccccc1 | nt | 1 | 142 | nt | 5 | 102 | 97 | -1 | 142
CCCCCCC1CC(CSC(=N)N)OC1=O (stereo unspecified) | 32% | -2 | 152 | -5% | -12 | 79 | 90 | 2 | 152
COC(=O)/C=c1/s/c(=C(/C#N)C(=O)N2CCOCC2)n(-c2ccccc2)c1=O | -5% | -13 | 59 | 4% | -16 | 67 | 84 | 13 | 59
COc1ccc(C2C(C#N)=C(N)N(c3sc4c(c3C#N)CCCC4)C3=C2C(=O)CC(C)(C)C3)cc1OC (stereo unspecified) | -73% | -8 | 196 | -195% | nt | nt | nt | 8 | 196
Fc1ccc(CNc2nc3ccccc3n3cnnc23)cc1 | -2% | -7 | 167 | -166% | 3 | 75 | 73 | 7 | 167
NC(=O)c1sc(=S)n(-c2ccc(Br)cc2)c1N | 1% | -10 | 200 | -1% | -6 | 96 | 101 | 10 | 200
O=C(N/N=C/c1ccco1)c1ccccn1 | -39% | -3 | 72 | 14% | nt | nt | nt | 3 | 72
CCN(CC)S(=O)(=O)c1ccc(NC(=O)c2ccc(NS(C)(=O)=O)cc2)cc1 | 15% | -24 | 154 | -5% | 0 | 74 | 74 | 24 | 154
CN(C)c1ccc(NC2=C([N+](=O)[O-])CS(=O)(=O)C2)cc1 | 1% | 15 | 153 | 4% | -4 | 81 | 85 | -15 | 153
Cc1c(NC(=O)CSc2cccc3cccnc23)c(=O)n(-c2ccccc2)n1C | 4% | -22 | 147 | 6% | 0 | 1 | 1 | 22 | 147
CCOC(=O)C1CCN(CC(=O)Nc2c(C(=O)OC)[nH]c3ccccc23)CC1 | -44% | -3 | 187 | 0% | 0 | 2 | 2 | 3 | 187
CC(C)(C)NC(=O)c1cc(F)c(F)cc1Cl | -30% | 1 | 64 | 1% | -9 | 103 | 112 | -1 | 64
C=CCNC(=S)/N=c1\sccn1C | -23% | 9 | 151 | 1% | -3 | 95 | 98 | -9 | 151
Cc1ccc(/C=c2/sc3n(c2=O)CCCN=3)o1 | nt | -8 | 102 | nt | 7 | 98 | 91 | 8 | 102
O=S(=O)(c1ccc(S(=O)(=O)n2cnc3ccccc32)cc1)N1CCCCCC1 | 10% | -9 | 203 | 0% | 12 | 103 | 91 | 9 | 203

Further results follow:
SMILES | PLAP inhibition | IL1B NFkB inh | IL1B NFkB inh cell count 2 µM | Bcl-B TR3 displacers | MRP resist rev | MRP resist rev cytotoxicity | MRP resist rev with doxorubicin | NFkB transloc pot | NFkB transloc pot cell count 2 µM
Cn1c2c(c(=O)n(C)c1=O)C(NC(=O)C(C)(C)C)(C(F)(F)F)C(=O)N2 (stereo unspecified) | -1% | 2 | 51 | 0% | -3 | 94 | 97 | -2 | 51
COc1ccc(OCCNS(=O)(=O)c2ccc3oc4ccccc4c3c2)cc1 | -6% | -19 | 155 | 0% | nt | nt | nt | 19 | 155
O=C(c1cc2c(s1)CCCC2)N1CCN(C(=O)C2CCCO2)CC1 (stereo unspecified) | -20% | -7 | 99 | 13% | 1 | 84 | 84 | 7 | 99
CNC(=O)Cn1ncc2c(C)n(Cc3ccc(C)cc3)c(C)c2c1=O | -47% | nt | nt | -7% | nt | nt | nt | nt | nt
O=C(CNC(=O)c1ccc(Br)cc1)NCCc1nc2ccccc2[nH]1 | 3% | -2 | 133 | 10% | 2 | 106 | 104 | 2 | 133
COc1ccc(OC)c(Nc2cc(C)nc3ccccc23)c1 | 26% | -11 | 115 | 5% | -4 | 107 | 111 | 11 | 115
CCCc1nc2ccccc2c(=O)n1N | 10% | 4 | 52 | 6% | 7 | 97 | 90 | -4 | 52
Cc1nc(N2CCN(C(c3ccccc3)c3ccccc3)CC2)nc2c1C(=O)CCC2 | -42% | nt | nt | -2% | nt | nt | nt | nt | nt
Cc1ccc(C(=O)Nc2ccc3c(c2)OCO3)o1 | 12% | -6 | 148 | -16% | -10 | 65 | 75 | 6 | 148
CCc1ccc(/C=C2\CN(CC)Cc3c2nc2ccccc2c3C(=O)O)cc1 | -60% | -10 | 166 | 22% | nt | nt | nt | 10 | 166
Cc1ccc(N(CC(=O)Nc2cc(C)cc(C)c2)S(=O)(=O)c2cccc3nonc23)cc1 | 24% | 1 | 172 | -9% | -4 | 97 | 101 | -1 | 172
FC(F)(F)c1cccc(NC(=S)N2CCN(c3cccc(C(F)(F)F)c3)CC2)c1 | -2% | 2 | 133 | -59% | nt | nt | nt | -2 | 133
COc1ccc(-c2nc(CSCC(=O)NCc3ccc4c(c3)OCO4)c(C)o2)cc1 | 14% | -8 | 180 | -4% | 1 | 81 | 80 | 9 | 180
Cc1c(C(=O)NCCSCc2c(Cl)cccc2Cl)cccc1[N+](=O)[O-] | 10% | -10 | 110 | -5% | nt | nt | nt | 10 | 110
CCOC(=O)c1c(NC(=O)Cn2nc(C(F)F)cc2C(F)F)sc(C)c1C | -14% | -1 | 158 | 6% | nt | nt | nt | 1 | 158
COc1ccc(CC(=O)Nc2ccc(-c3nc4cc(C)ccc4o3)c(O)c2)cc1OC | -50% | -1 | 183 | -54% | -3 | 49 | 53 | 1 | 183
O=S(=O)(N1CCCCC1)N1CCN(c2ccccc2F)CC1 | 14% | -24 | 66 | 7% | 10 | 105 | 95 | 23 | 66
CCOC(=O)C(C)Oc1cccc2c(=O)n(CC(=O)NCc3ccco3)ccc12 (stereo unspecified) | nt | 11 | 39 | nt | nt | nt | nt | -11 | 39
COc1ccc(OC)c(C2=NOC(C(=O)N3CCCc4ccccc43)C2)c1 (stereo unspecified) | -31% | -2 | 176 | 2% | 10 | 86 | 76 | 2 | 176

Source: PubChem (several laboratories)
